# Salmonella PhoP GFP: Inhibition of PhoP regulon, Salmonella typhi GFP reporter cells, confirmation, 4 h (AID 1850); Salmonella Typhi PhoP-promoter GFP reporter, fluorescence, 4 h; higher % means a stronger effect; inhibition, % at 50 µM, or IC50 in µM where a hit was titrated; 310,000 tested, 0.33% active; in the data active = a potency from the dose series; inconclusive = inhibition mostly from about 25% at the one dose, without a potency; inactive = the rest, 99 in 100 with inhibition below about 19%;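 note: 0% = induced wells with vehicle and 100% = uninduced wells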
# tuberculosis growth: growth inhibition of non-replicating M. tuberculosis (AID 488890); 320,000 tested, 0.39% active; inhibition, % at 25 µM; hits with a dose series show IC50 in µM; Mycobacterium tuberculosis non-replicating, growth inhibition; higher % means a stronger effect; in the data active = a potency from the dose series; inconclusive = inhibition mostly from about 82% at the one dose, without a potency; inactive = the rest, 99 in 100 with inhibition below about 76%;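 note: plate controls were DMSO cells for no effect and high antibiotic wells for full effect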
# M. tuberculosis HTS: M. tuberculosis growth inhibition, HTS (AID 449762) | M. tuberculosis H37Rv growth inhibition, 7H9 media; higher % means a stronger effect | one-dose inhibition, % at 25 µM; IC50 in µM for titrated hits | 330,000 tested, 0.59% active; in the data active = a potency from the dose series; inconclusive = inhibition above about 70% without an active follow-up result;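 note: bacterial growth assessed after seven days of incubation; strong numbers were not always called active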
# influenza NS1A: NS1A inhibition, H1N1 influenza, cell based functional assay (AID 504329); NS1A functional cell-based assay, percent inhibition; higher % means a stronger effect; one-dose inhibition, % at 12.5 µM; IC50 in µM for titrated hits; 340,000 tested, 0.3% active; in the data active = a potency from the dose series; inconclusive = inhibition above about 27% without an active follow-up result; note: strong numbers were not always called active
# inhibitors of VEEV: inhibitors of VEEV TC-83 cytopathic effect, confirmation, Vero cells (AID 588727). inhibition, % at 20 µM; hits with a dose series show IC50 in µM. Vero cells, VEEV TC-83 cytopathic effect inhibition; higher % means a stronger effect. 350,000 tested, 0.13% active; in the data active = a potency from the dose series; inconclusive = inhibition mostly from about 14% at the one dose, without a potency; inactive = the rest, 99 in 100 with inhibition below about 12%; note: strong numbers were not always called active
# inhibitors of VEEV 10K pilot screen: further read-out of inhibitors of VEEV, marked with its call; inhibition, %; measured here: 10K pilot screen inhibition
# The depositor's hits bear a star; i = inactive; u = inconclusive; x = no result given.
SMILES,Salmonella PhoP GFP,tuberculosis growth,M. tuberculosis HTS,influenza NS1A,inhibitors of VEEV,others
O=C(O)CCC(=O)N1CCc2cc(S(=O)(=O)N(CCc3ccccc3)Cc3ccccc3)ccc21,12%,33%,0%,9%,0.9%,
S=C(Nc1ccc2nc(-c3ccccn3)c(-c3ccccn3)nc2c1)N1CCOCC1,-12%,-3%,2%,-6%,2.6%,
O=C1CN(C(=O)c2cc([N+](=O)[O-])ccc2Cl)C(c2ccc(F)cc2)c2cc(F)ccc2N1 (stereo not given),13%,54%,4%,4%,7.6%,
O=C(c1ccc(F)cc1F)C1CCN(c2ccc([N+](=O)[O-])cn2)CC1,0%,41%,-9%,x,2.0%,
CCCCOc1ccc(C2(C(=O)O)CCCC2)cc1,13%,2%,-8%,7%,0.2%,
COc1ccc(CCn2nnnc2C(c2ccccc2)N2CCN(C)CC2)cc1OC (stereo not given),11%,1%,-3%,-5%,2.8%,inhibitors of VEEV 10K pilot screen=0.6
Cc1cccc(C)c1NC(=O)CN(C)C(=O)CSC(=S)N1CCCC1,2%,1%,7%,-13%,1.1%,
COc1ccc(Cc2nnc(SCC(=O)Nc3ccccc3)[nH]c2=O)cc1,-7%,22%,-1%,-4%,i,
O=C(NCC1CCCO1)c1sc2cc(Cl)ccc2c1Cl (stereo not given),2%,79%,0%,23%,0.2%,
O=C(C1CCCCC1)N1CCCn2c1nc1ccccc12,-4%,-2%,-4%,3%,0.4%,
CCOC(=O)c1ccc(NC(=O)C2C3CCC(C3)C2C(=O)O)cc1 (stereo not given),-8%,36%,69%,1%,i,
CCCCOc1ccc(C(=O)NCC(=O)NCC(c2ccc(OC)cc2)N2CCOCC2)cc1 (stereo not given),x,19%,-6%,-3%,0.1%,
COc1cc(NC(=O)COC(=O)c2[nH]c(C)c(C(C)=O)c2C)cc(OC)c1,x,-10%,2%,1%,3.2%,
O=C1CCC([N+](=O)[O-])C(c2cccc(Cl)c2Cl)N1 (stereo not given),-9%,3%,3%,0%,0.5%,
Cc1cc(NS(=O)(=O)c2ccc(NC(=O)c3ccco3)cc2)no1,-7%,u,0%,0%,0.5%,inhibitors of VEEV 10K pilot screen=0.4
CC1Cc2ccccc2N1C(=O)CSc1nnnn1-c1ccc2c(c1)OCCO2 (stereo not given),0%,10%,11%,-5%,i,
N#Cc1nc(Cc2ccccc2)oc1NCCCn1ccnc1,-14%,2%,-5%,-12%,i,
Cc1nc(-c2ccc(NC(=O)c3ccccc3)cc2)cs1,-4%,11%,-2%,-6%,2.7%,
C/C(CC(=O)Nc1cc(C)ccn1)=N\NC(=O)c1cccc(C)c1O,0%,-2%,69%,-11%,i,
O=C(COc1ccc(-c2ccccc2)cc1)N/N=C/c1ccccc1Br,-4%,19%,1%,0%,1.7%,
Cc1ccc(C)c(S(=O)(=O)NCc2ccc(C(=O)N3CCC(Cc4ccccc4)CC3)cc2)c1,-2%,16%,-5%,-15%,i,
CN(C)/C=C/C(=O)c1ccc(OCCN(C)c2ccccn2)cc1,-7%,31%,2%,5%,1.0%,
O=C(Nc1nnc(C2CC2)s1)c1cccnc1Oc1ccc(Cl)cc1,3%,-8%,0%,-1%,1.0%,
COc1cc2c(cc1NC(=S)NC(=O)/C=C/c1ccco1)oc1ccccc12,-8%,-5%,0%,12%,i,
O=c1[nH]c(CSc2nnc3ccccn23)nc2ccccc12,-5%,u,44%,1%,0.9%,
CC(=O)Nc1cccc(/C(C)=N/NC(=O)c2ccc(O)cc2)c1,11%,34%,7%,-10%,1.9%,
CC(C)c1nc2cc(C(=O)NC(c3cccnc3)C(F)(F)F)ccc2o1 (stereo not given),-1%,12%,4%,5%,i,
CCN(CC(=O)NC)S(=O)(=O)c1ccc(C)cc1,5%,-22%,-4%,0%,0.7%,
Cc1cccc(NC(=O)CCC(=O)OCc2ccc(Br)cc2)c1,4%,-4%,5%,1%,1.6%,
Cc1cccc(C(=O)NC2CCN(S(=O)(=O)c3cccc(F)c3)CC2)c1,x,x,x,20%,i,
O=C(COC(=O)c1ccccc1O)Nc1cc([N+](=O)[O-])ccc1Cl,4%,12%,6%,-7%,i,
COc1ccc(C(=O)N[C@H](C(=O)NCCCn2nc(C)cc2C)C(C)C)cc1,x,19%,-1%,-8%,2.3%,
CS(=O)(=O)N(CC(=O)NC1CCCC1)c1cccc(F)c1,-3%,-1%,2%,-8%,i,
O=c1c2c(nc3cc(-c4ccccc4)[nH]n13)CCC2,6%,5%,10%,5%,1.2%,
CNC(=O)CSc1nc(SC)ns1,3%,7%,1%,6%,1.3%,
COc1c(C)c2c(c(O)c1C/C=C(\C)CCC(=O)O)C(=O)OC2,10%,-4%,-7%,-1%,<0.05µM*,
CCOc1ccc(N(Cc2cc3cc(OC)ccc3[nH]c2=O)S(C)(=O)=O)cc1,-3%,-7%,-3%,-13%,4.7%,
CC(C)C(NC(=O)c1ccccc1)C(=O)OCC(=O)N1CCN(c2ccccc2)CC1 (stereo not given),x,-27%,-3%,-7%,2.7%,
COC(=O)c1ccccc1NC(=O)CSc1nnc(-c2cccnc2)n1C,0%,-10%,-1%,-4%,i,
CCOC(=O)C1(Cc2ccccc2)CCCN(C2CCCC2)C1 (stereo not given),-6%,4%,-11%,0%,i,
O=C(COc1ccc(Cl)cc1)N1CCN(C/C=C/c2ccccc2)CC1,-2%,5%,u,17%,4.8%,
COc1ccc(NC(=O)CN(C)CC(=O)NC2CCCCC2C)cc1 (stereo not given),x,-1%,0%,-17%,1.1%,
COc1cc(NC(=O)C2CC(c3ccccc3O)=NO2)c(OC)cc1Cl (stereo not given),3%,-6%,10%,-3%,0.7%,
O=C(Nc1nnc(SCC(=O)N2CCOCC2)s1)c1ccccc1,-9%,-2%,0%,5%,1.9%,
CCN(CC)CCCNC(=S)Nc1ccc(Br)cc1,-25%,9%,4%,-1%,0.8%,
CCOC(=O)CN1Cc2cccc(C(=O)O)c2C1=O,7%,-1%,1%,17%,0.9%,
CCOC(=O)c1c(C)n(C)c2ccc(OC)c(NC(=O)CN3CCN(C(=O)c4ccco4)CC3)c12,10%,7%,-3%,-2%,8.2%,
CC(C(O)c1cc(=O)c(OCc2ccccc2)co1)[N+](=O)[O-] (stereo not given),9%,-2%,0%,1%,0.2%,
CCn1c(C)c(P(c2ccccc2)c2ccccc2)[n+]2ccccc12,0%,-7%,-1%,4%,0.2%,
CCCn1c(C(CO)Nc2nc(-c3cccc(Br)c3)cs2)nc2ccccc21 (stereo not given),-2%,1%,15%,-24%,8.2%,
Cc1cc(NC(=O)CSc2nnc(NC(=O)C3CC(=O)N(c4ccccc4C)C3)s2)no1 (stereo not given),-4%,-9%,0%,-6%,i,
Cc1ccc(-n2c(SCC3CNC(=O)O3)nnc2-c2ccccc2)cc1C (stereo not given),-7%,-1%,-4%,x,x,
O=C1CC(SCc2nc3ccccc3[nH]2)C(=O)N1c1ccc(F)c(Cl)c1 (stereo not given),-5%,23%,-12%,-3%,2.0%,
O=C(O)CSCC(=O)Nc1cccc(C(F)(F)F)c1,-3%,33%,-4%,-1%,0.7%,
CC1CC1C(=O)OCC(=O)Nc1ccc2[nH]c(=O)[nH]c2c1 (stereo not given),-2%,5%,7%,6%,i,
NC(=O)c1ccsc1NC(=O)c1ccc2c(c1)CCCC2,7%,x,13%,5%,5.1%,
CCOC(=O)C1=CN(Cc2cccc(F)c2)S(=O)(=O)NC1c1ccc2ccccc2c1 (stereo not given),x,x,x,-7%,0.1%,
CC(C)OC(=O)CSc1nnc(Cc2ccccc2)n1Cc1ccco1,-14%,19%,2%,-3%,i,
COc1ccccc1C(O)P(=O)(OCC(C)C)c1ccc(N(C)C)cc1 (stereo not given),-4%,0%,4%,-11%,i,
COCCn1c(SCC(=O)Nc2ccccc2OC)nc2ccccc21,-8%,13%,-7%,1%,3.8%,

# More compounds follow:
SMILES,Salmonella PhoP GFP,tuberculosis growth,M. tuberculosis HTS,influenza NS1A,inhibitors of VEEV,others
Cc1ccc(C23CC4CC(CC(C(=O)NCC(=O)O)(C4)C2)C3)cc1,-4%,0%,-2%,-16%,i,
O=C(OCC(=O)N1CCN(C(=O)c2ccco2)CC1)c1cc(S(=O)(=O)Nc2ccc(Cl)cc2)ccc1O,8%,-2%,8%,7%,i,
Cc1ccc(S(=O)(=O)N2CCN(C(=O)CCNC(=O)c3ccccc3Cl)CC2)cc1,x,x,x,0%,9.3%,
COc1ccc(-n2ncc3c(N4CCN(Cc5ccccc5)CC4)ncnc32)cc1,-1%,u,u,8%,10.0%,
Cc1c(Cc2ccccc2)c(=O)oc2cc(OCC(=O)NCc3ccccn3)ccc12,-7%,24%,1%,7%,i,
O=C(CCNc1ccc(Br)cc1)c1cccc([N+](=O)[O-])c1,-2%,u,2%,12%,i,
COC(=O)COc1ccc2c(-c3cccc([N+](=O)[O-])c3)cc(=O)oc2c1,1%,1.8µM*,u,1%,i,
CN(CCn1ccnc1)C(=O)CC1C(=O)NCCN1Cc1ccccc1C(F)(F)F (stereo not given),-6%,10%,-3%,-1%,0.5%,
CCOC(=O)c1[nH]c(C)c(C(=O)Nc2cccc(Cl)c2C)c1C,-1%,x,x,0%,1.0%,inhibitors of VEEV 10K pilot screen=3.5
Cc1ccc(S(=O)(=O)NNC(=O)c2c(O)c3ccccc3[nH]c2=O)cc1,11%,2%,0%,8%,i,
CCCN1CCN(C(=O)c2cc(COc3ccc(F)cc3F)on2)CC1,-9%,7%,-7%,4%,i,
C1=C(CCNc2nnnn2-c2ccccc2)CCCC1,4%,75%,1%,2%,1.9%,
COc1cc(OC)cc(C(=O)OCC(=O)Nc2nnc(-c3ccccc3)o2)c1,x,x,x,-4%,5.0%,
O=C(Cn1nnc(-c2ccccc2F)n1)Nc1ccc2c(c1)OCCO2,1%,-6%,2%,-1%,0.3%,
CCOc1ccc(N(CC(=O)Nc2cccc(N(C)S(C)(=O)=O)c2)S(=O)(=O)c2ccccc2)cc1,-4%,11%,-2%,3%,8.2%,
O=C(CSc1ncccc1-c1nc2ccccc2[nH]1)N1CCCCC1,0%,-7%,-1%,-9%,0.4%,
Cc1ccc2c(N)c(C)ccc2c1,-5%,-7%,-2%,6%,0.7%,
CCOC(=O)C1CCCN(CCC(=O)Nc2ccc3c(c2)CCC3)C1 (stereo not given),-11%,46%,2%,-1%,0.1%,
COc1ccc(S(=O)(=O)N2CCOCC2)cc1NC(=O)CSc1nnc(C2CC2)n1N,-19%,-22%,-6%,-19%,0.6%,
O=C1OC(N2CCN(C(=O)c3ccco3)CC2)c2ccccc21 (stereo not given),6%,-2%,-1%,3%,1.5%,
Cn1c(=O)c2[nH]c(=O)[nH]c2n(C)c1=O,x,x,x,-1%,0.9%,
CC1Cn2c(CCc3ccccc3)nnc2S1 (stereo not given),-4%,1%,-5%,9%,0.3%,
Cc1n[nH]c(=O)c2c(NC(=O)CSc3nncn3C(C)C)oc(C)c12,x,4%,-6%,-13%,2.6%,
Cc1cc(C)n2nc(CNS(=O)(=O)c3c(F)c(F)c(F)c(F)c3F)nc2n1,1%,43%,-3%,7%,7.7%,
O=C(NCCNC(=O)c1ccco1)c1cccc(F)c1,7%,-12%,-7%,5%,3.1%,

# Source: PubChem BioAssay
